Screening data as filed in PubChem.
NS5 inhibitors = Dengue-2 NS5 methyltransferase inhibitors, primary screen, biochemical, confirmation dose response (AID 588689). inhibition, % at 25 µM; hits with a dose series show IC50 in µM. actives 0.3% (n = 340,000). Dengue-2 NS5 methyltransferase capping enzyme assay, biochemical; higher % means a stronger effect; in the data active = a potency from the dose series
MgcRacGAP inhibition = MgcRacGAP GTPase-activating activity inhibitors, confirmation, biochemical, ADP Hunter fluorescence; MgcRacGAP-stimulated Rac1 GTP hydrolysis, ADP Hunter fluorescence; higher % means a stronger effect; GST-tagged Rac1 F28L mutant substrate; inhibition, % at 30 µM; hits with a dose series show IC50 in µM; actives 0.6% (n = 340,000);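 active = first-screen hits whose inhibition reached a set limit at any dose in the follow-up dose series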;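 also: fluorescence reports GDP produced by GAP-driven GTP hydrolysis; strong numbers were not always called active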
Starred values were filed as active, the others as inactive. A portion of the library; rates above refer to the full screens.

What do the screens show for `CC1CCN(S(=O)(=O)c2cc(C(=O)N3CCN(c4ccccc4)CC3)ccc2Br)CC1`?
NS5 inhibitors: 0%; MgcRacGAP inhibition: 3%

How did CCOc1cccc(Cc2c[nH]c(=O)[nH]c2=O)c1 do in these assays?
NS5 inhibitors: 9%; MgcRacGAP inhibition: 5%

How did Cc1nc2ccc(Cl)cc2n1C do in these assays?
NS5 inhibitors: -5%; MgcRacGAP inhibition: 2%

Results for COc1ncccc1C(=O)N1CCCC(C(=O)Nc2cccc(-c3ccc(F)cc3)c2)C1 (stereo not given) ?
NS5 inhibitors: -2%; MgcRacGAP inhibition: 10%

Results for COc1cc(Cl)cc(/C=N\NC(=O)c2ccc3c(c2)OCO3)c1O ?
NS5 inhibitors: -2%; MgcRacGAP inhibition: 9%

How did COc1ccc(C(=O)NCC(=O)OCC(=O)c2c[nH]c3ccccc23)cc1 do in these assays?
NS5 inhibitors: -4%; MgcRacGAP inhibition: 16%

Results for CCCCCC(=O)N1C[C@@H](n2cc(-c3ccc(F)cc3)nn2)[C@H](O)C[C@@H]1c1ccc(C)cc1 ?
NS5 inhibitors: -7%; MgcRacGAP inhibition: 11%

How did C[C@@H]1CN([C@@H](C)CO)C(=O)CCCn2nncc2CO[C@H]1CN(C)S(=O)(=O)c1ccc(C#N)cc1 do in these assays?
NS5 inhibitors: -3%; MgcRacGAP inhibition: 2%

How did O=C(COc1ccccc1)Nc1c2c(nn1-c1ccc(F)cc1)CS(=O)C2 (stereo not given) do in these assays?
NS5 inhibitors: -2%; MgcRacGAP inhibition: 7%

How did O=[N+]([O-])c1ccc(C(S(=O)(=O)Cc2ccccc2)S(=O)(=O)Cc2ccccc2)cc1 do in these assays?
NS5 inhibitors: -4%; MgcRacGAP inhibition: 7%

Results for O=c1[nH]c(=S)n2c(c1-c1ccccc1)OC(CBr)C2 (stereo not given) ?
NS5 inhibitors: -5%; MgcRacGAP inhibition: 4%

Results for CCCCCCN1C[C@H](n2cc(C3CC3)nn2)[C@@H](O)C[C@@H]1c1ccccc1 ?
NS5 inhibitors: -13%; MgcRacGAP inhibition: 4%

What do the screens show for `O=C(C1CN(C(=O)c2cc3ccccc3o2)c2ccccc2O1)N1CCCCC1` (stereo not given)?
NS5 inhibitors: -10%; MgcRacGAP inhibition: 3%

What do the screens show for `CC(NS(=O)(=O)c1cccc(Cl)c1F)[C@H](O)c1ccccc1` (stereo not given in full)?
NS5 inhibitors: 3%; MgcRacGAP inhibition: 15%

Results for O=C(NCCc1ccccc1F)c1cc(COc2ccc(F)cc2F)on1 ?
NS5 inhibitors: -3%; MgcRacGAP inhibition: 15%

Results for COc1ccc(C2CCc3cc4c(cc3C2=NOC(C)=O)OCO4)cc1OC (stereo not given) ?
NS5 inhibitors: -5%; MgcRacGAP inhibition: 5%

What do the screens show for `Cc1ccc(S(=O)(=O)NN=C2CCCc3ccccc32)cc1`?
NS5 inhibitors: -3%; MgcRacGAP inhibition: 5%

Results for N#Cc1cccc(C(Br)S(=O)(=O)c2ccccc2)c1 (stereo not given) ?
NS5 inhibitors: -2%; MgcRacGAP inhibition: 4%

Results for COc1ccccc1OCC(=O)N/N=C(\C)c1ccc2ccccc2c1 ?
NS5 inhibitors: 3%; MgcRacGAP inhibition: 5%

What do the screens show for `O=C(Nc1ccc(Cc2ccc(NC(=O)Nc3cccnc3)cc2)cc1)Nc1cccnc1`?
NS5 inhibitors: -2%; MgcRacGAP inhibition: 7%

What do the screens show for `Nc1nc(N=Nc2ccc(O)cc2)cc(=O)[nH]1`?
NS5 inhibitors: 27µM*; MgcRacGAP inhibition: 10%

What do the screens show for `CC(C)[C@H](NC(=O)c1ccco1)C(=O)Nc1ccc(N2CCCCCC2)cc1`?
NS5 inhibitors: 0%; MgcRacGAP inhibition: 10%

What do the screens show for `CC1CCN(C(=O)c2ncn3c2c(=O)[nH]c2cccnc23)CC1`?
NS5 inhibitors: 2%; MgcRacGAP inhibition: 13%

Results for O=C(C1CCCCC1)N1C[C@@H](n2cc(C3CC3)nn2)[C@H](O)C[C@@H]1c1ccc(Cl)cc1 ?
NS5 inhibitors: -2%; MgcRacGAP inhibition: 7%

Results for CCCc1c(C(=O)N/N=C/c2ccc(C)o2)nnn1-c1nonc1N ?
NS5 inhibitors: -3%; MgcRacGAP inhibition: 10%

What do the screens show for `Cc1ccc2nc(COC(=O)c3cccnc3Cl)cc(=O)n2c1`?
NS5 inhibitors: 4%; MgcRacGAP inhibition: 5%

How did COc1ccc(-c2ccc(CN3C(CC(C)C)C(=O)N(Cc4cn(CCC5OCCO5)nn4)CCS3(=O)=O)cc2)cc1OC (stereo not given) do in these assays?
NS5 inhibitors: -5%; MgcRacGAP inhibition: 14%

Results for C[C@H]1CN([C@@H](C)CO)C(=O)CCCn2cc(nn2)CO[C@@H]1CN(C)S(=O)(=O)c1ccc(-c2ccccc2)cc1 ?
NS5 inhibitors: -5%; MgcRacGAP inhibition: -1%

How did c1ccc(CN=C2CCCc3ccccc3N2)cc1 do in these assays?
NS5 inhibitors: 5%; MgcRacGAP inhibition: -4%

Results for C=CCC1CCCCC1=C(C#N)c1ccccc1 (stereo not given) ?
NS5 inhibitors: 3%; MgcRacGAP inhibition: 6%

Results for COc1cc(C(=O)NC(CCSC)C(=O)Nc2ccc(N3CCOCC3)cc2)cc(OC)c1OC (stereo not given) ?
NS5 inhibitors: 3%; MgcRacGAP inhibition: 7%

Results for COc1cc(Br)cc(C(=O)N2CCc3ccccc32)c1OC ?
NS5 inhibitors: -10%; MgcRacGAP inhibition: 7%

Results for CC1CC(C)CN(S(=O)(=O)c2ccc(C(=O)OCC(=O)Nc3ccccc3)cc2)C1 (stereo not given) ?
NS5 inhibitors: 9%; MgcRacGAP inhibition: 19%

What do the screens show for `COc1ccc(S(=O)(=O)Nc2ccc3c(c2)[C@H]2C[C@H](CC(=O)NCC4CC4)O[C@@H](CO)[C@H]2O3)cc1`?
NS5 inhibitors: 1%; MgcRacGAP inhibition: 12%

Results for COc1ccc(CC(=O)N(CCC2=CCCCC2)c2c(N)n(Cc3ccccc3)c(=O)[nH]c2=O)cc1 ?
NS5 inhibitors: -7%; MgcRacGAP inhibition: 14%

How did CCOC(=O)C1CCCN(C(=O)c2cccc(S(=O)(=O)NCc3ccccc3)c2)C1 (stereo not given) do in these assays?
NS5 inhibitors: 1%; MgcRacGAP inhibition: 7%

What do the screens show for `O[C@@H]1C[C@H](c2ccc(Cl)cc2)N(Cc2cccs2)C[C@H]1n1cc(-c2ccc(F)cc2)nn1`?
NS5 inhibitors: 4%; MgcRacGAP inhibition: 13%

How did COc1cccc(/C=C/C(=O)OCC(=O)NC2CCCC2)c1 do in these assays?
NS5 inhibitors: 0%; MgcRacGAP inhibition: 4%

What do the screens show for `CC(C)(C)OC(=O)NCc1ccc(CNC(=O)c2[nH]cnc2C(=O)Nc2ccccc2F)cc1`?
NS5 inhibitors: -1%; MgcRacGAP inhibition: 12%

How did CCOc1cc(/C=N/Nc2ccc(S(=O)(=O)Nc3ccccc3C(=O)O)cc2[N+](=O)[O-])cc(Cl)c1O do in these assays?
NS5 inhibitors: 30µM*; MgcRacGAP inhibition: 14%

How did CC1CCCCC1NC(=O)c1cc(Cl)nc2ccccc12 (stereo not given) do in these assays?
NS5 inhibitors: -3%; MgcRacGAP inhibition: 14%

What do the screens show for `O=C(c1ccc2c(c1)CCC2)N1CCN(Cc2ccccc2)CC1`?
NS5 inhibitors: -3%; MgcRacGAP inhibition: 7%

Results for CC(C)(C)OC(=O)N1CCc2onc(-c3ccccc3F)c2C1=O ?
NS5 inhibitors: -6%; MgcRacGAP inhibition: 7%

What do the screens show for `Cc1cc(C)c(N2C(=O)CC(Sc3ccccc3N)C2=O)c(C)c1` (stereo not given)?
NS5 inhibitors: -18%; MgcRacGAP inhibition: 3%

How did CN(C(=O)COC(=O)COc1ccc2ccccc2c1)c1ccccc1 do in these assays?
NS5 inhibitors: 0%; MgcRacGAP inhibition: 6%

Results for O=C(C1CCCCC1)N1C[C@@H](O)[C@H](n2cc(C3CC3)nn2)C[C@@H]1c1ccc(Cl)cc1 ?
NS5 inhibitors: 2%; MgcRacGAP inhibition: 14%

Results for Cc1cccc(N2CCN(C(=O)COc3noc4nc(C)cc(C)c34)CC2C)c1 (stereo not given) ?
NS5 inhibitors: 2%; MgcRacGAP inhibition: 13%

Results for CC1OC(=O)c2cc3ccccc3nc21 (stereo not given) ?
NS5 inhibitors: 4%; MgcRacGAP inhibition: 5%

Results for COc1ccc(S(=O)(=O)Nc2ccc3c(c2)C(=O)N([C@@H](C)CO)C[C@@H](C)[C@H](CN(C)S(=O)(=O)c2ccc(F)cc2)OCCCC[C@H](C)O3)cc1 ?
NS5 inhibitors: -6%; MgcRacGAP inhibition: 8%

What do the screens show for `CCCCCC(=O)N1C[C@@H](O)[C@H](n2cc(COC(=O)c3ccccc3)nn2)C[C@@H]1c1ccccc1`?
NS5 inhibitors: -7%; MgcRacGAP inhibition: 9%

How did CNC[C@H]1Oc2cc(Br)ccc2S(=O)(=O)N([C@@H](C)CO)C[C@@H]1C do in these assays?
NS5 inhibitors: 0%; MgcRacGAP inhibition: -4%

Results for C[C@H](NC(=O)c1ncn2c1C(=O)NC[C@H]2C)c1ccccc1 ?
NS5 inhibitors: -2%; MgcRacGAP inhibition: 4%

What do the screens show for `CCn1nc(C(=O)Nc2ccc3c(c2)OCCO3)c2ccccc2c1=O`?
NS5 inhibitors: -4%; MgcRacGAP inhibition: 2%

Results for COc1ccccc1/C=N/Nc1nc(C)cc(=O)[nH]1 ?
NS5 inhibitors: 3%; MgcRacGAP inhibition: 7%

Results for COc1ccc(C(=O)Nc2ccc3c(c2)OCO3)cc1S(=O)(=O)N1CCOCC1 ?
NS5 inhibitors: 4%; MgcRacGAP inhibition: 1%

Results for Cc1cccc(NC(=O)c2nc[nH]c2C(=O)N[C@H](C)CO)c1 ?
NS5 inhibitors: 2%; MgcRacGAP inhibition: 8%

What do the screens show for `COC(=O)[C@@H](NS(=O)(=O)c1ccc(F)cc1Br)C(C)C`?
NS5 inhibitors: -6%; MgcRacGAP inhibition: 12%

How did COc1ccc(C(=O)CSc2nc(=O)n3ccc(C)cc3n2)cc1 do in these assays?
NS5 inhibitors: 1%; MgcRacGAP inhibition: -2%

How did CCN(CC)C(=O)C1=C(C)N(Cc2ccc(F)cc2)C(=O)C(CC(=O)NCCc2ccccn2)C1 (stereo not given) do in these assays?
NS5 inhibitors: -5%; MgcRacGAP inhibition: 16%

How did COC(=O)[C@H]1C[C@H](OC(=O)NC2CC2)[C@@]2(O)CN(S(=O)(=O)c3ccc(C)cc3)CC2[C@H]1C(=O)OC (stereo not given in full) do in these assays?
NS5 inhibitors: 2%; MgcRacGAP inhibition: -1%

How did NC(=S)NN=Cc1nccc2c(C(F)(F)F)cccc12 do in these assays?
NS5 inhibitors: -1%; MgcRacGAP inhibition: 2%

How did CCc1cc(-c2nnn(CCC3COCCO3)c2CC)cc(CC)c1-c1cn(Cc2ccccc2)nn1 (stereo not given) do in these assays?
NS5 inhibitors: -3%; MgcRacGAP inhibition: 21%

Results for O=C1CSC(=S)N1N=Cc1cccc(OCc2ccccc2)c1 ?
NS5 inhibitors: -9%; MgcRacGAP inhibition: -14%

What do the screens show for `CCN(CC)C(=O)C1=C(C)N(CCCN2CCCC2=O)C(=O)C(CC(=O)NC2CCCCC2)C1` (stereo not given)?
NS5 inhibitors: 7%; MgcRacGAP inhibition: 10%

Results for C[C@H](CO)N1C[C@H](C)[C@H](CN(C)C(=O)N[C@H](C)c2ccccc2)OCc2ccccc2-c2c(n(C)c3ccccc23)C1=O ?
NS5 inhibitors: -2%; MgcRacGAP inhibition: 13%

Results for COC1CC(NC(C)=O)C(OC(=O)c2ccccc2)C(CBr)O1 (stereo not given) ?
NS5 inhibitors: -1%; MgcRacGAP inhibition: 1%

Results for O=C(OCc1cn([C@H]2C[C@H](c3ccc(Cl)cc3)N(CC3CCCCC3)C[C@@H]2O)nn1)c1ccccc1 ?
NS5 inhibitors: 1%; MgcRacGAP inhibition: 14%

Entries from the list above containing bromine (7):
What do the screens show for `CC1CCN(S(=O)(=O)c2cc(C(=O)N3CCN(c4ccccc4)CC3)ccc2Br)CC1`?
NS5 inhibitors: 0%; MgcRacGAP inhibition: 3%

Results for O=c1[nH]c(=S)n2c(c1-c1ccccc1)OC(CBr)C2 (stereo not given) ?
NS5 inhibitors: -5%; MgcRacGAP inhibition: 4%

Results for N#Cc1cccc(C(Br)S(=O)(=O)c2ccccc2)c1 (stereo not given) ?
NS5 inhibitors: -2%; MgcRacGAP inhibition: 4%

Results for COc1cc(Br)cc(C(=O)N2CCc3ccccc32)c1OC ?
NS5 inhibitors: -10%; MgcRacGAP inhibition: 7%

How did CNC[C@H]1Oc2cc(Br)ccc2S(=O)(=O)N([C@@H](C)CO)C[C@@H]1C do in these assays?
NS5 inhibitors: 0%; MgcRacGAP inhibition: -4%

What do the screens show for `COC(=O)[C@@H](NS(=O)(=O)c1ccc(F)cc1Br)C(C)C`?
NS5 inhibitors: -6%; MgcRacGAP inhibition: 12%

Results for COC1CC(NC(C)=O)C(OC(=O)c2ccccc2)C(CBr)O1 (stereo not given) ?
NS5 inhibitors: -1%; MgcRacGAP inhibition: 1%
